ER stress rescue = rescue of cells from ER stress-induced death, primary screen, 384-well, CSM14.1, thapsigargin, ATP luminescence (AID 1222); 190,000 tested, under 10 active; CSM14.1 thapsigargin-induced death rescue, ATP luminescence; higher % means a stronger effect; cellular ATP content (survival), % at 20 µM; hits with a dose series show EC50 in µM;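 active = EC50 below 50 µM in the dose-response confirmation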;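 also: death triggered by thapsigargin at about 15 µM added after 2 h compound pretreatment; cell ATP read after overnight thapsigargin exposure of roughly 18 to 22 hours; normalized against plate controls of thapsigargin alone and 5% DMSO vehicle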
M17LAP inhibition = P. falciparum M17LAP inhibitors, primary screen, biochemical, fluorogenic H-Leu-NHMec substrate, 1536-well (AID 1619); recombinant M17LAP, H-Leu-NHMec fluorogenic kinetic assay; higher % means a stronger effect; inhibition, % at 30 µM, or IC50 in µM where a hit was titrated; actives 0.38% (n = 220,000);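 active = compound inhibiting the enzyme by more than half at any dose during confirmatory dose-response retesting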;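 also: plate controls were full reaction with DMSO carrier for no effect and no enzyme background for full effect; strong numbers were not always called active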
LYP inhibition = inhibitors of LYP phosphatase, biochemical, fluorescence intensity, uHTS (AID 1779); actives 0.054% (n = 290,000); recombinant LYP phosphatase, fluorescence intensity; higher % means a stronger effect; one-dose inhibition, % at 11.5 µM; IC50 in µM for titrated hits;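 also: plate controls were vehicle with enzyme for no effect and no enzyme for full effect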
P. falciparum M1AAP = malaria alanyl aminopeptidase activity blockers – biochemical, fluorogenic H-Leu-NHMec substrate, 1536-well (AID 1445). recombinant M1AAP, H-Leu-NHMec fluorogenic kinetic assay; higher % means a stronger effect. one-dose inhibition, % at 30 µM; IC50 in µM for titrated hits. actives 0.42% (n = 220,000);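 active = primary inhibition above the hit cutoff, then over 50% inhibition at one or more dose response concentrations, cut at about 23% in these data, passing the limit was not always enough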;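 also: plate controls were DMSO full reaction for no effect and no enzyme background for full effect; strong numbers were not always called active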
NOD2 inhibition = NOD2 signaling inhibitors, cell-based, luminescence, uHTS, HEK293 (AID 1566); HEK293 NOD2/NF-kB luciferase reporter, luminescence; higher % means a stronger effect; actives 0.63% (n = 290,000); inhibition, % at 4 µM; hits with a dose series show EC50 in µM; also: many of its hits are not listed in these tables
AID2073 = disruptors of CaV2.2 binding to Mint1 – biochemical, HTRF (AID 2073) | HTRF protein-protein interaction, Mint1-CaV2.2; higher % means a stronger effect | inhibition, % at 20 µM, or IC50 in µM where a hit was titrated | actives 0.19% (n = 290,000); in the data active = inhibition mostly above about 51%, no sharp cut-off; also: some results filed as inactive read as strong as hits
XIAP displacement = XIAP antagonists, biochemical, IAP family, fluorescence polarization (AID 1018) | displacement, % at 20 µM, or IC50 in µM where a hit was titrated | XIAP BIR domain, fluorescence polarization peptide displacement; higher % means a stronger effect | actives 0.007% (n = 200,000); in the data active = displacement above about 50%; also: a part of the inactive calls stands beside numbers as strong as those of hits
Siah-1 displacement = Siah-1 peptide-binding antagonists, primary screen, biochemical, fluorescence polarization, rhodamine-plectin, uHTS (AID 1817); Siah-1 / rhodamine-plectin peptide fluorescence polarization; higher % means a stronger effect; one-dose displacement, % at 20 µM; IC50 in µM for titrated hits; actives 0.02% (n = 290,000);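 active = displacement of at least 50% at 20 µM, with a fluorescence ratio check between 0.3 and a set limit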;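 also: plate controls were Siah plus tracer with DMSO for no effect and tracer alone without Siah for full effect; strong numbers were not always called active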
Lipid droplet = modulators of hepatic lipid droplet formation; actives 0.4% (n = 240,000); AML12 mouse hepatocytes, oleate lipid droplets, BODIPY imaging; inhibition, % at 6.5 µM;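 active = lipid droplet intensity inhibited by at least 50%, with more than 500 cells counted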
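Test system: AML12 mouse liver cells; schedule: overnight exposure; technique: high-content imaging of BODIPY-stained droplets and DAPI nuclei; read-out: % inhibition of corrected integrated BODIPY droplet signal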
Lipid droplet cells 6.5 µM = further read-out of Lipid droplet, marked with its call; cell count; measured here: cell count, cytotoxicity flag;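 cells counted across two imaged fields per well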
Numbers without * were called inactive; i = inactive; / = no result given. Rule as the data show it, unless noted: active = inhibition above about 50%; inactive = the rest. Not all compounds are listed; the hit share may differ from the screen's.

SMILES	ER stress rescue	M17LAP inhibition	LYP inhibition	P. falciparum M1AAP	NOD2 inhibition	AID2073	XIAP displacement	Siah-1 displacement	Lipid droplet	Lipid droplet cells 6.5 µM
Cc1ccc(NC(=O)c2cc(N3C(=O)C=CC3=O)ccc2N2CCOCC2)cc1Cl	-1.0%	-2%	1%	14%	12%	-7%	-4.5%	-3%	19	592
NS(=O)(=O)c1ccc(CCNC(=O)C2CCCO2)cc1 (stereo not drawn)	/	/	-10%	/	-4%	-6%	/	11%	-3	841
COC(=O)c1sc(-c2ccccc2)cc1NC(=O)c1ccc(OC)cc1	-0.6%	-13%	-5%	-2%	13%	2%	-23%	-1%	/	/
CCOC(=O)c1cnn(C)c1NC(=O)c1ccc([N+](=O)[O-])cc1	/	/	-2%	/	-14%	3%	/	1%	-5	873
Cc1ccc(/C=C(\NC(=O)c2ccccc2)C(=O)NC2CCN(Cc3ccccc3)CC2)o1	/	/	-2%	/	6%	4%	/	0%	-8	678
Cc1nccn1CC(=O)N/N=C/c1cc(Br)cs1	/	6%	-10%	-1%	14%	-6%	/	-5%	-16	751
COc1ccc(NC(=O)N2CCN(S(C)(=O)=O)CC2)cc1OC	-1.5%	0%	-8%	5%	-1%	0%	-6.2%	0%	/	/
Cc1ccc2c(c1)-c1c(cnn1CC(=O)Nc1ccccc1N1CCN(C)CC1)CO2	/	12%	-8%	6%	6%	-5%	-2.2%	0%	-1	678
Cc1ccc(Cl)cc1N1CCN(C(=O)C2(S(=O)(=O)c3ccc(Cl)cc3)CC2)CC1	5.8%	-7%	4%	0%	-12%	2%	-2.9%	0%	5	749
COc1ccc(CNC(=O)c2ccc(C(C)(C)C)cc2)cc1	-2.2%	-4%	-6%	7%	-83%	-15%	-8.7%	-6%	2	686
COC(=O)C1=C(C)NC(=O)NC1c1ccc(-c2ccc(Cl)cc2)o1 (stereo not drawn)	1.1%	0%	1%	4%	2%	-6%	-14%	1%	-43	569
O=C(Nc1cccnc1Cl)c1cc(-c2ccc(O)cc2)on1	/	/	-9%	/	18%	7%	/	19%	-3	742
COC(=O)c1ccc(OCC(O)CN2CCN(CC(O)COc3ccc(C(=O)OC)cc3)CC2)cc1 (stereo not drawn)	/	/	-6%	/	25%	11%	/	0%	/	/
CCOC(=O)Nc1ccc(S(=O)(=O)Nc2nc(C)cc(C)n2)cc1	0.6%	7%	-5%	4%	14%	0%	-0.6%	-3%	-1	736
Cn1c(=O)cc(OCC(=O)N2CCC(N3CCCCC3)CC2)c2ccccc21	-0.6%	3%	-3%	-1%	9%	-6%	-1.9%	-2%	/	/
CN(C)C1NC(=O)c2cc(-c3ccccc3)sc2N1 (stereo not drawn)	-4.3%	0%	-4%	5%	14%	-8%	-8.1%	-4%	/	/
Nc1c(C(=O)NCc2ccc3c(c2)OCO3)nnn1-c1ccc(OC(F)(F)F)cc1	-1.3%	-2%	-9%	1%	-50%	11%	-9.4%	-4%	/	/
C=C(C)C(=O)N1CC2(CC(c3cccc(NC(=O)CC)c3)=NO2)C[C@H]1C(N)=O (stereo partly drawn)	/	-9%	-11%	-1%	-7%	8%	/	0%	-2	659
CC1(C)C(=S)N(Cc2ccccc2)c2ccccc21	/	/	-8%	/	5%	11%	/	5%	-5	784
Cc1ccc(-c2nc(CN(C)C)cc(CN(C)C)c2O)cc1	-0.6%	4%	-11%	7%	1%	-10%	-1.3%	7%	/	/
CC(C)CN(C(=O)COC(=O)c1cc2c(s1)CCC2)C1CCS(=O)(=O)C1 (stereo not drawn)	0.6%	-5%	-1%	7%	-8%	52%	-3.2%	16%	/	/
COc1ccc(C2CC(=O)c3c([nH]c(C(=O)OC(C)C)c3C)C2)cc1OC (stereo not drawn)	-1.8%	7%	-7%	8%	-1%	4%	-13%	-3%	-77	776
COC(=O)CN(C#N)c1nc(N(C)C)nc(N(C)C)n1	-0.2%	0%	-5%	0%	13%	12%	-1.1%	2%	-17	747
COc1cc2c(cc1NC(=O)Cc1ccc(C)cc1)oc1ccccc12	-1.9%	-6%	-5%	2%	-25%	4%	-5.2%	-5%	-25	533
COc1cccc(C(c2sc3ncnn3c2O)N2CCc3ccccc3C2)c1 (stereo not drawn)	-0.9%	10%	1%	5%	6%	-11%	0.6%	-2%	-14	735
Following part:
SMILES	ER stress rescue	M17LAP inhibition	LYP inhibition	P. falciparum M1AAP	NOD2 inhibition	AID2073	XIAP displacement	Siah-1 displacement	Lipid droplet	Lipid droplet cells 6.5 µM
Clc1ccc(OCCCN2CCCCC2)c(Br)c1	i	13%	-9%	-1%	-28%	12%	3.3%	-9%	-2	597
CCCCCCn1c(=O)[nH]c2nc3cc(N)ccc3nc2c1=O	-1.6%	6%	5%	9%	-56%	49%	-0.9%	6%	-6	733
C=CC1C(N2CCOCC2)C(C)(C)S1(=O)=O (stereo not drawn)	-0.6%	-2%	-13%	8%	10%	-3%	-0.4%	2%	/	/
O=C(O)c1ccc(Oc2c(C(F)(F)F)oc3cc(O)ccc3c2=O)cc1	0.5%	5%	-1%	5%	4%	16%	-2.0%	-6%	13	676
CCOc1ccc(NS(=O)(=O)c2ccc(NS(C)(=O)=O)cc2)cc1	0.9%	-5%	-9%	-4%	1%	15%	-5.0%	2%	/	/
COCCNCCOCCOc1ccc(Cl)c(C)c1	0.1%	10%	-3%	-1%	-24%	7%	-5.1%	-2%	12	818
CCCCCc1ccc(-c2ccc(/C=C/C(=O)O)cc2)nc1	-5.6%	10%	2%	3%	-83%	0%	-1.7%	3%	34	621
COc1ccc(CCNc2nc(C)nc3c2nnn3Cc2ccccc2)cc1OC	/	/	-4%	/	12%	-6%	/	11%	2	791
COCCn1nnnc1C(c1cc2cc(OC)c(OC)cc2[nH]c1=O)N1CCN(c2ccc(O)cc2)CC1 (stereo not drawn)	-1.5%	-45%	-6%	12%	8%	28%	-7.0%	7%	-16	590
CCN1CCc2nc3sc(C(=O)N4CCc5ccccc5C4)c(N)c3cc2C1	/	/	0%	/	19%	12%	/	-3%	-14	785
CCC(C(=O)NCCc1ccc(OC)c(OC)c1)n1nc(C)n2c(cc3occc32)c1=O (stereo not drawn)	/	/	-6%	/	7%	2%	/	8%	-2	711
O=C(CCC1CCCN(C(=O)CCN2CCCCC2=O)C1)NCc1ccccc1F (stereo not drawn)	-1.9%	14%	-6%	-4%	10%	1%	-5.2%	-1%	-1	586
O=C(OCC(=O)c1cccs1)C1=COCCO1	/	-1%	-2%	8%	-2%	12%	-4.0%	-1%	10	699
COc1cc(NC(=O)[C@@H](NC(=O)c2ccco2)C(C)C)c(OC)cc1NC(=O)c1ccccc1	0.3%	-8%	3%	13%	0%	3%	-4.9%	-3%	3	673
CC(CC(=O)Nc1cccc(F)c1)S(=O)(=O)c1ccc2c(c1)NC(=O)CO2 (stereo not drawn)	/	/	-1%	/	3%	7%	/	1%	42	685
O=P(OC1CCS(=O)(=O)C1)(c1ccccc1)c1ccccc1 (stereo not drawn)	-1.8%	-1%	-6%	3%	11%	0%	-0.8%	-2%	/	/
CN(C)CCCNC(=S)NCCNc1nc2cc3c(cc2cc1C#N)OCO3	-0.4%	-14%	0%	14%	12%	-4%	-3.3%	-1%	0	709
COc1ccccc1NC(=O)Cn1nnc(C(=O)NCc2cccs2)c1N	/	/	-8%	/	1%	3%	/	2%	-145	444
O=C(Nc1nc(=S)ss1)c1ccc(Cl)cc1Cl	-1.5%	-4%	2%	10%	-172%	19%	-5.5%	-1%	/	/
Brc1ccccc1C1CC(c2ccccc2)=Nc2ccccc2N1 (stereo not drawn)	-3.4%	5%	12%	4%	-11%	5%	-18%	-2%	-2	717
c1coc(C2OCC3(CO2)COC(c2ccco2)OC3)c1 (stereo not drawn)	/	6%	-7%	-1%	16%	2%	/	1%	-1	700
COC(=O)c1cc2ccsc2n1Cc1nc(-c2cccc(Cl)c2)oc1C	0.1%	-1%	-1%	1%	4%	4%	-1.5%	0%	/	/
NC(=O)CC(NC(=O)c1cccc(Br)c1)c1ccc(N2CCC(N3CCCC3)CC2)c([N+](=O)[O-])c1 (stereo not drawn)	/	8%	-9%	-1%	14%	7%	/	16%	3	698
CCOc1ccc(C2NC(=O)c3sc(=S)n(-c4ccccc4)c3N2)cc1 (stereo not drawn)	-2.3%	6%	0%	4%	2%	-13%	-6.5%	-1%	-30	749
O=C(/C=C/c1ccccc1)NCCc1ccc2c(c1)OCCO2	-1.3%	7%	-4%	-2%	-5%	3%	-6.0%	-1%	-2	648

Brought forward from above: 3 compounds; new compounds follow.
SMILES	ER stress rescue	M17LAP inhibition	LYP inhibition	P. falciparum M1AAP	NOD2 inhibition	AID2073	XIAP displacement	Siah-1 displacement	Lipid droplet	Lipid droplet cells 6.5 µM
NC(=O)CC(NC(=O)c1cccc(Br)c1)c1ccc(N2CCC(N3CCCC3)CC2)c([N+](=O)[O-])c1 (stereo not drawn)	/	8%	-9%	-1%	14%	7%	/	16%	3	698
CCOc1ccc(C2NC(=O)c3sc(=S)n(-c4ccccc4)c3N2)cc1 (stereo not drawn)	-2.3%	6%	0%	4%	2%	-13%	-6.5%	-1%	-30	749
O=C(/C=C/c1ccccc1)NCCc1ccc2c(c1)OCCO2	-1.3%	7%	-4%	-2%	-5%	3%	-6.0%	-1%	-2	648
Cn1c(N)c(C(=O)COC(=O)CN2C(=O)c3ccccc3C2=O)c(=O)n(C)c1=O	-1.2%	10%	-2%	1%	1%	-8%	-12%	4%	-8	644
C=C(C)c1cccc(C(C)(C)NC(=O)N2CCN(c3ccccc3)CC2)c1	/	13%	-8%	1%	-3%	-4%	/	16%	11	748
CCOC(=O)c1c(S(=O)(=O)NCC(=O)Nc2cc(C)ccc2OC)c(C)n(C)c1C	/	/	-10%	/	-1%	3%	/	-2%	-4	680
CC(CCc1ccccc1)NC(=O)CNC(=O)N1CC(=O)Nc2ccccc21 (stereo not drawn)	/	/	-12%	/	5%	7%	/	0%	-6	708
CCOc1cc(CNc2ccc(N3CCN(C(C)=O)CC3)cc2)cc(Br)c1OC	-0.5%	15%	-1%	8%	20%	-6%	-14%	-6%	-3	736
COC(=O)c1cc(COC(=O)c2nc3nccc(C)n3n2)oc1C	0.9%	18%	-8%	2%	11%	6%	-2.4%	4%	5	703
COc1ccc(N(CC(=O)Nc2ccc(F)c(Cl)c2)S(=O)(=O)c2c(C)noc2C)cc1	/	0%	3%	-2%	-7%	6%	-2.2%	10%	-2	706
Cc1c(NC(=O)CSc2ccc(Cl)cc2)cccc1-c1nc2cc(Cl)ccc2o1	-1.2%	12%	-3%	7%	-16%	-1%	-3.5%	7%	0	736
CC(=O)N1c2ccc(S(=O)(=O)N3CCCC3)cc2CC1C(=O)NC(C)C (stereo not drawn)	/	/	-11%	/	11%	4%	/	0%	-1	668
COc1cccc(CNC(=O)CN(c2ccc(C(C)C)cc2)S(=O)(=O)c2c(C)noc2C)c1	/	/	-4%	/	8%	-7%	/	2%	-4	713
COc1cccc(-c2csc3nnc(SCC(=O)NCc4cccs4)n23)c1	-3.4%	14%	1%	15%	10%	-3%	-3.3%	1%	/	/

Screening results (PubChem)
